Assay outcomes: PubChem BioAssay, National Center for Advancing Translational Sciences (NCATS)
D2 antagonist: HTS Assay for Allosteric Antagonists of the Human D2 Dopamine Receptor: Primary Screen for Antagonists. D(2) dopamine receptor (Homo sapiens), P14416. AID 485344, 2010. 340,000 tested, 2% active. HEK293 TREx D2 cells, calcium flux, dopamine EC80. inhibition, % at 10 µM; in the data active = inhibition above about 30%; also: 0% is about no effect
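Tetracycline-induced HEK293 T-REx cells expressing D2 force-coupled to calcium signalling were dye-loaded, exposed to compound for 180 s, then challenged with an EC80 of dopamine; calcium flux was followed kinetically for a further 180 s.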
RXFP1 antagonist: qHTS Assay for Antagonists of the Relaxin Receptor RXFP1; HEK293-RXFP1, relaxin-stimulated cAMP HTRF, 30 min; hits give low values; activity change, negative = inhibition, % at 57.5 µM; 350,000 tested, 0.59% active; Relaxin receptor 1 (Homo sapiens), Q9HBX9;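 active = activity change of -60% or lower, but not beyond a set lower limit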; also: % is scaled to controls: 0 for no effect and ±100 for the full control effect
Target sequence (Q9HBX9 whole entry, looked up): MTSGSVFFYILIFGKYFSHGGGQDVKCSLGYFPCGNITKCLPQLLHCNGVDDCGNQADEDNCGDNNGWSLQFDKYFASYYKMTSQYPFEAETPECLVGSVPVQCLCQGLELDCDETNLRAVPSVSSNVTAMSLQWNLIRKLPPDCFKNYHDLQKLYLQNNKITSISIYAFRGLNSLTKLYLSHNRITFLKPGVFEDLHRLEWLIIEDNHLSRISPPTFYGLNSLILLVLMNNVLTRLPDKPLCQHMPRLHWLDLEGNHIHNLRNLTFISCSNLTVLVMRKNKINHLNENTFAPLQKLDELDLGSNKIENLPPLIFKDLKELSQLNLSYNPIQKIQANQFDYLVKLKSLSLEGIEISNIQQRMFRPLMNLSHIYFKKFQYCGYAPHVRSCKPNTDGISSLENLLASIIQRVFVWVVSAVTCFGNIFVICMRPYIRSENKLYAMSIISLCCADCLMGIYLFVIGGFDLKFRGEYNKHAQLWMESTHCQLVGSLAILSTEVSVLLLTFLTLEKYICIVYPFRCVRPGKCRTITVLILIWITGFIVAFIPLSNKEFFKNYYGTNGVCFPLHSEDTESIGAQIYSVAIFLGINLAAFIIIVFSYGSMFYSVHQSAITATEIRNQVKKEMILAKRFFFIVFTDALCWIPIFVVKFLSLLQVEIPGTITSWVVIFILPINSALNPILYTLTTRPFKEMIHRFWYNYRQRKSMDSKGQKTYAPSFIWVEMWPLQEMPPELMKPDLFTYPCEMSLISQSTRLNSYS
D1 antagonist: Antagonist of Human D 1 Dopamine Receptor: qHTS. activity change, negative = inhibition, % at 10 µM. 360,000 tested, 3.2% active. AID 504652, 2011. HEK293 TREx D1 cells, calcium flux, dopamine EC80; hits give low values; in the data active = activity change below about -30%; also: % is scaled to controls: 0 for no effect and ±100 for the full control effect
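After overnight tetracycline induction at 30 C, force-coupled D1 HEK293 cells took up a no-wash calcium dye at room temperature. Compounds were added and monitored 180 s, and the response to EC80 dopamine was then recorded.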
TRHR ag: qHTS for Small Molecule Agonists and Allosteric Enhancers of Human TRH Receptor: Primary Screen for Agonists; Thyrotropin-releasing hormone receptor (Homo sapiens), P34981; TRHR cells, calcium flux fluo-8, FDSS agonist mode; activation, % at 2 µM; 360,000 tested, 0.18% active; also: 0% is about no effect
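Fluo-8-loaded TRHR cells; 10 s baseline, compound added, kinetic Ca2+ fluorescence read 1/s, agonist mode.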
D1 potentiator: Potentiators of Human D1 Dopamine Receptor: qHTS | D(1A) dopamine receptor (Homo sapiens), P21728 | HEK293 TREx D1 cells, calcium flux, dopamine EC20 potentiation | potentiation, % at 10 µM | 360,000 tested, 0.036% active | AID 504651, 2011; in the data active = potentiation above about 30%; also: 0% is about no effect
TRHR enhancer: qHTS for Small Molecule Agonists and Allosteric Enhancers of Human TRH Receptor: Primary Screen for Enhancers; Thyrotropin-releasing hormone receptor (Homo sapiens), P34981; TRHR cells, fluo-8 calcium fluorescence, EC20 TRH enhancement; enhancement, % at 2 µM; 360,000 tested, 0.66% active; in the data active = enhancement above about 30%; also: 0% is about no effect
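TRHR-expressing cells loaded with fluo-8 calcium dye were read kinetically (ex 480/em 530) during compound addition, then stimulated with an EC20 of TRH (10 nM final). Enhancement of the Gq-mediated intracellular calcium response was scored.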
D1 ag: Allosteric Agonists of the Human D1 Dopamine Receptor: qHTS; D(1A) dopamine receptor (Homo sapiens), P21728; 360,000 tested, 1% active; activation, % at 2 µM; HEK293 T-REx D1 cells, calcium flux, agonist mode; also: 0% is about no effect
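Inducible HEK293 T-REx D1 cells, force-coupled to calcium signalling, were plated at 4000 cells/well with tetracycline and held overnight at 30 C. After no-wash calcium dye loading, compound-evoked calcium rise over 180 s flagged agonists.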
D2 potentiator: HTS Assay for Positive Allosteric Modulators of the Human D2 Dopamine Receptor: Primary Screen for Potentiators | HEK293 T-REx D2, calcium flux, EC20 dopamine potentiation | potentiation, % at 10 µM | 340,000 tested, 0.34% active;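 active = potentiation over 3 SD above the plate norm, cut at about 30% in these data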; also: 0% is about no effect
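Potentiation of an EC20 dopamine calcium response is measured in a force-coupled, tetracycline-inducible Hek293 Trex D2 line. Compound-only kinetic reads over 180 s flag agonists before dopamine addition.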
D2 ag: HTS Assay for Allosteric Agonists of the Human D2 Dopamine Receptor: Primary Screen for Agonists. D(2) dopamine receptor (Homo sapiens), P14416. HEK293 T-REx D2 cells, calcium flux agonist mode. activation, % at 2 µM. 340,000 tested, 0.53% active. AID 485358, 2010;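 active = activation over 3 SD above normal in the single-dose calcium agonist read, cut at about 30% in these data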; also: 0% is about no effect
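Tetracycline-induced HEK293 T-REx cells with force-coupled D2 receptor, plated overnight at 30 C, loaded with no-wash calcium dye. After a 10 s baseline, compound was pin-added and calcium flux read kinetically for 180 s; calcium rises flagged agonists.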
* marks the source's active call; other numbers are inactive results; x = not tested or not shown; & = joins results of further samples; ! = a repeat was not active. Rule as the data show it, unless noted: active = activation above about 30%; inactive = the rest.

SMILES	D2 antagonist	RXFP1 antagonist	D1 antagonist	TRHR ag	D1 potentiator	TRHR enhancer	D1 ag	D2 potentiator	D2 ag
CCCCN1C(=O)C(O)(c2c(C)[nH]c3ccccc23)c2cc(Br)ccc21 (stereo unspecified)	x	-103*	7	-2.0	-2	-6	0	2	0.2
CC(Cl)C(=O)Nc1ccccc1C#N (stereo unspecified)	-8	-10	-20	-0.2	-4	-6	3	14	0.3
Cc1ccc(S(=O)(=O)N2CCCCC2)cc1NC(=O)CSc1nnnn1C	14	13	-3	-0.2	0	4	2	1	0.4
N/C(=N\OC(=O)COc1ccccc1)c1ccc(Cl)cc1	x	-15	-6	0.0	-11	1	7	x	x
CCOCCCNC(=O)CN1C(=O)COc2ccc(S(=O)(=O)N3CCC(C)CC3)cc21	-15	11	-13	-0.3	0	-3	1	5	0.2
CCOc1ccc2[nH]c3nc(SCC(=O)NCC4CCCO4)nnc3c2c1 (stereo unspecified)	7	-5	6	-0.6	-3	-4	0	4	-0.1
CC(=O)c1cn(-c2ccc(Cl)cc2)c(=O)n(Cc2ccc(Br)cc2)c1=O	22	9	-9	0.2	-6	13	1	3	-0.2
C/C(N)=C(/C#N)C(=O)COC(=O)c1ccc(C#N)cc1	2	-7	-44*	-0.1	-7	1	4	-1	1.2
CCOC(=O)NNC(=S)Nc1c(C)n(C)n(-c2ccccc2)c1=O	-20	14	1	0.4	-7	0	3	3	0.5
COc1cccc(NC(=O)c2ccccc2-c2nc(-c3ccc(Cl)cc3)no2)c1	15	1	-33*	-0.9	3	-1	7	-2	1.0
CC(CCc1ccccc1)OS(N)(=O)=O (stereo unspecified)	9	x	3	-0.1	2	3	-1	4	0.4
C/C(Cc1ccccc1)=N\NC(=O)C1CCCCC1	11	4	16	0.8	-1	-6	2	-9	0.6

Profiles, looked up by structure.
CC(CCc1ccccc1)OS(N)(=O)=O (stereo unspecified) reads D2 antagonist: 9; RXFP1 antagonist: x; D1 antagonist: 3; TRHR ag: -0.1; D1 potentiator: 2; TRHR enhancer: 3; D1 ag: -1; D2 potentiator: 4; D2 ag: 0.4
C/C(Cc1ccccc1)=N\NC(=O)C1CCCCC1 reads D2 antagonist: 11; RXFP1 antagonist: 4; D1 antagonist: 16; TRHR ag: 0.8; D1 potentiator: -1; TRHR enhancer: -6; D1 ag: 2; D2 potentiator: -9; D2 ag: 0.6
N/C(=N\OC(=O)COc1ccccc1)c1ccc(Cl)cc1 reads D2 antagonist: x; RXFP1 antagonist: -15; D1 antagonist: -6; TRHR ag: 0.0; D1 potentiator: -11; TRHR enhancer: 1; D1 ag: 7; D2 potentiator: x; D2 ag: x

(list continues)
SMILES	D2 antagonist	RXFP1 antagonist	D1 antagonist	TRHR ag	D1 potentiator	TRHR enhancer	D1 ag	D2 potentiator	D2 ag
CCOC(=O)N1CCN(C(=O)Cn2nc(C)n3nc(-c4ccc(CC)cc4)cc3c2=O)CC1	1	5	12	0.2	-5	1	3	13	0.8
CN(C)C(=O)CCC(=O)N(C)CC1CCCN(CCc2ccc(F)cc2)C1 (stereo unspecified)	-8	1	-5	0.4	-5	-4	1	0	1.9
O/N=C\c1cnc(N2CCN(c3ccccc3)CC2)s1	-10	4	6	-1.1	-5	7	0	0	-0.3
CSCC[C@H](NC(=O)N1CCn2c1nc1ccccc12)C(=O)NC1CC1	4	5	-7	0.0	-3	-3	5	-5	-0.2
COc1cccc2cc(C(=O)NCCc3ccccc3)c(=O)oc12	-4	1	0	-1.4	1	-2	1	-2	0.4
N/C(=N\OC(=O)C12CC3CC(CC(C3)C1)C2)c1ccncc1	12	-5	6	-0.4	-1	-2	3	0	1.8
COc1cccc(C(C)NC(=O)Nc2cccc(C(F)(F)F)c2)c1 (stereo unspecified)	-7	7	-23	-0.2	-8	3	25	10	-0.6
O=C(NCCOC(=O)C1COc2ccccc2O1)C1COc2ccccc2O1 (stereo unspecified)	-9	-5	3	-3.5	-6	-4	8	x	-2.5
CCCCN(C(=O)c1cccc(-n2cccc2)c1)c1c(N)n(Cc2ccccc2)c(=O)[nH]c1=O	-4	x	7	0.8	-5	20	-1	2	-0.3
COc1ccc(C(=O)NC(=O)NC2(C(Cl)(Cl)Cl)OCCO2)cc1	-11	3	-14	4.3	3	-4	11	14	4.0
O=C(NC(=S)NNC(=O)c1ccco1)c1ccccc1	0	6	-12	-0.1	3	-2	7	12	2.0
Cc1ccc(C(C)C)cc1OCCn1cncn1	-2	-6	-4	-0.1	10	-1	0	5	0.0
O=S(=O)(c1cc(F)ccc1F)N1CCN2CCCC2C1 (stereo unspecified)	0	1	20	-0.1	2	-3	6	2	1.0
COc1ccc(NC(=O)N2CC(C)OC(C)C2)cc1OC (stereo unspecified)	-31	-3	-5	-0.2	11	8	0	3	0.1
NNC(=O)C(C(=O)OCc1ccccc1)c1ccccc1 (stereo unspecified)	x	x	0	1.6	-1	2	2	x	x
O=C1NCCN(C(=O)CCc2nnc(-c3ccsc3)o2)C1c1ccc(F)cc1 (stereo unspecified)	-7	6	8	0.6	-2	6	1	-5	-0.7
CCOC(=O)C1(CCCc2ccccc2)CCN(C(=O)CCc2cnccn2)CC1	2	1	-13	-0.9	-4	-9	5	9	0.4
O=C(O)C1CC=CCC1C(=O)N1CCN(c2nc(-c3ccccc3Cl)c3cc(Br)ccc3n2)CC1 (stereo unspecified)	12	-25	16	-0.2	3	10	4	6	-0.2
O=C(NCC1CCN(Cc2cccc(Cl)c2)CC1)Nc1cc(Cl)ccc1Cl	x	-31	12	2.4	-1	-1	19	-24	1.4
O=C(Nc1ccc2c(c1)CCC2)C1CCCN(c2ncccn2)C1 (stereo unspecified)	-3	-7	6	-0.4	5	-3	1	-3	-1.1
CN(C(=O)c1ccc2c(=O)n3c(nc2c1)CCCCC3)c1ccccc1	-12	12	7	0.8	-1	3	-1	13	0.8
O=C(CSc1nccn1-c1cccc(Cl)c1)NO	-4	32	-4	-0.1	1	7	2	3	0.3
CCN(CC)C(=O)C(=O)c1ccn(-c2c(C)csc2C(=O)OC)c1	16	2	11	-0.2	5	0	2	-9	0.3
O=C(Nc1cc(S(=O)(=O)N2CCOCC2)ccc1-n1cncn1)c1ccc(Cl)cc1	-11	20	-15	0.2	-3	0	0	-1	0.6
Cc1ccc(O)c(NC(=O)c2ccc3c(c2)C(=O)N(Cc2cccnc2)C3=O)c1	1	-4	-26	0.7	-2	0	25	3	-0.6
CCc1cccc(CC)c1NC(=O)COC(=O)/C(C#N)=C/c1ccc(OC)cc1	13	-15	-9	-0.1	-3	-4	2	-2	0.0
COc1ccc(OC)c(NC(=O)N2CCCC(C)C2)c1 (stereo unspecified)	-5	7	-7	0.2	5	-6	0	-6	2.1
CN(CC(=O)NNC(=O)CCNS(=O)(=O)c1ccccc1)S(=O)(=O)c1ccc(Cl)cc1	-11	-6	-3	0.2	0	0	4	-10	0.0
COC(=O)/C=C1\NCCSC1=O	-32	-8	-13	0.1	-5	7	2	-1	-0.4
COc1ccc(CCNC(=O)CCn2c(=O)c3ccccc3n(CC(=O)Nc3cccc(C)c3)c2=O)cc1OC	x	x	-7	-0.7	0	1	0	1	-0.9
Oc1ccc(/C=N/Nc2ccc3ccccc3c2)c(O)c1	-2	-12	-15	-0.1	-5	3	2	-9	-0.3
COc1ccccc1CNC(=O)C(CC(C)C)NS(=O)(=O)c1ccc2c(c1)oc(=O)n2C (stereo unspecified)	0	x	-32*!	0.5&-0.5	3	-23&-10	1&-1	-5&-6	0.5&0.3
COc1ccc(O)c(C(=O)c2cc(C#N)c(=O)n(CC3CCCO3)c2)c1 (stereo unspecified)	20	-2	30	-0.1	2	0	0	-3	-1.6
Cc1ccc(S(=O)(=O)NC(=NCc2ccccc2)c2ccc(F)cc2)cc1	8	0	-4	0.1	4	3	2	3	-1.5
COc1cc(OC)c2nc(C)c3c(c2c1)N(c1ccc(O)cc1)CC3	7	-7	-8	-0.2	-2	-1	2	-5	-0.1
CCSc1nc2nc(C)cc(C)n2n1	x	-6	-6	-0.3	8	-3	-1	x	x
Cc1ccc(C(=O)C2=C(O)C(=O)N(Cc3cccnc3)C2c2ccc(OC(C)C)cc2)o1 (stereo unspecified)	-9	8	-5	2.0	-8	-16	3	12	0.4
Cc1ccc(C)c(OCCC(=O)NCCc2ccc(F)cc2)c1	0	-5	8	1.0	-1	-6	0	-19	0.3
CC(C)c1ccc(NC(=O)C(c2ccc3c(c2)OCO3)N2CCC3(CC2)OCCO3)cc1 (stereo unspecified)	10	2	4	-0.1	0	0	0	14	-0.2
CCn1c(SCC(=O)c2ccc([N+](=O)[O-])cc2)nnc1-c1ccc(Cl)cc1	x	x	-19	-2.0	-4	-6	1	4	0.5
COc1ccc(-c2nc(=S)[nH][nH]2)cc1OC	-10	-12	6	0.4	-1	2	2	3	2.1
CN(C)C(=O)CCSc1nnc(-c2ccncc2)o1	13	-7	7	-2.7	-1	-5	3	18	0.4
CCOc1cc(-c2noc(CCC(=O)Nc3cccnc3)n2)ccc1OC	11	-1	-27	-0.3	-4	-12	6	-3	0.1
COc1ccc(-c2nc3cc(C)ccn3c2NC(=O)c2cccc(F)c2)cc1	x	x	19	-0.6	-1	-9	-1	-5	0.7
Cc1ccc(C)c(N2CCN(C(=O)CCCN3C(=S)NC(C)(C)CC3C)CC2)c1 (stereo unspecified)	10	5	-13	-0.5	-4	6	11	-4	0.4
CCOc1ccc(-n2cc(-c3ccccc3)c3c(N4CCOCC4)ncnc32)cc1	5	-24	4	0.8	0	-16	1	1	0.6
CCN(CC)C1=NC=CC(c2ccccc2)=CC1C (stereo unspecified)	5	0	6	0.0	-6	2	4	-6	0.2
CC(=O)Nc1ccc(N/C=C/C(=O)c2ccccc2)cc1	-6	-6	-16	0.5	-1	16	4	-2	-0.3
COc1ccc(CNC(=O)COC(=O)c2n[nH]c3ccccc23)cc1OC	30*	-2	-2	0.8	-1	-2	3	5	0.8
CCc1nonc1NC(=O)c1oc2ccc(F)cc2c1C	7	1&-5	8&-12	0.0&1.6	-4&1	-8&-3	0&-2	-6&7	0.0&0.2

Compounds as they come; 7.3% or so of the library scored in one or more.
